Screens deposited in PubChem by several laboratories.
E coli growth = bacterial growth inhibition, counter-screen for AddAB inhibitors; E. coli V3065 growth, OD600 absorbance, 18 h; inhibition, % at 11.9 µM; hit rate 0.27% among 330,000;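 active = inhibition above the campaign's mean inhibition across all tested compounds plus 3 SD, cut at about 9.9% in these data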;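 also: uninfected addAB+ strain grown without phage in ampicillin broth; 0% = DMSO wells and 100% = ciprofloxacin 0.95 µg/ml wells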
phage Ecoli inh = E. coli growth loss with phage present; growth absorbance; AID 651602; inhibition, % at 11.9 µM; hit rate 0.26% among 360,000; in the data active = inhibition above about 11%
CAL PDZ FP-1 = CAL PDZ (human) peptide binding inhibition. Q9HD26. purified CAL PDZ, TMR-peptide fluorescence polarization, 1 h. inhibition, % at 24.9 µM. hit rate 0.92% among 300,000. AID 602252;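 active = mean inhibition of at least 30% with at least half of replicates also reaching 30%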;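 also: 0% = DMSO neutral control and 100% = excess unlabeled competitor peptide PRC23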
SR-BI uptake up = SR-BI HDL lipid transfer activation. activation, % at 12.5 µM. hit rate 0.096% among 320,000. CHO ldlA[mSR-BI] cells, DiI-HDL uptake fluorescence, 3 h; 100 = double the neutral-control signal;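 active = mean replicate activation of at least 60% and every replicate at or above 60%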;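 also: 0% = median plate neutral-control signal and 100% = twice that signal; values of inactives mirror those of a sister screen read the other way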
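Material – SR-BI-overexpressing, LDLR-lacking CHO cells · Medium – BSA-supplemented, HEPES-buffered Ham's F12, pH 7.4 · Doses – single concentration · Times – compound with DiI-HDL co-incubation, 3 h at 37 °C · Measured by – bottom-read fluorescence, 550/595 nm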
CAL PDZ FP-2 = human CAL PDZ-peptide interaction inhibition; purified CAL PDZ, TMR-peptide fluorescence polarization, 1 h; inhibition, % at 20 µM; hit rate 0.02% among 330,000; AID 504414;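 active = highest replicate inhibition of at least 40%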;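 also: plate controls were DMSO neutral control wells for no effect and unlabeled competitor peptide control wells for full effect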
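Material: tagged CAL PDZ protein CerCALP, purified; buffer or medium: sodium phosphate/NaCl buffer pH 7.4 with TCEP, IgG, Thesit; also added: fluorescent TMR peptide probe; schedule: 1 h incubation at room temperature before polarization reading; technique: fluorescence polarization from S- and P-plane intensities, G-factor corrected; control set: unlabelled peptide and DMSO controls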
MITF act = MITF TRPM1 promoter activation in melanoma cells | SK-MEL-5 TRPM1-promoter luciferase, 24 h; % of positive control, neutral wells = 0 | activation, % at 12.5 µM | hit rate 0.75% among 300,000;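 active = mean activation of at least 80% with every replicate also reaching 80%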;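 also: 0% = neutral control wells and 100% = parthenolide positive control wells; values of inactives mirror those of a sister screen read the other way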
Tat export inh = blocks Tat-dependent protein export in E. coli | E. coli MC4100 TorA-mCherry Tat export, fluorescence | inhibition, % at 10 µM | hit rate 0.036% among 340,000;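 active = mean replicate inhibition at least 50% and at least half of replicates individually reaching 50%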;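 also: exported cargo escapes ClpAP degradation while cytoplasmic cargo is degraded and loses fluorescence; 0% = median of neutral control wells and 100% = median of NaSCN control wells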
SR-BI HDL uptake = mouse SR-BI HDL lipid transfer inhibition | AID 488896 | inhibition, % at 12.5 µM | hit rate 0.96% among 320,000 | ldlA[mSR-BI] CHO cells, DiI-HDL uptake fluorescence, 3 h | Q61009;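 active = mean replicate inhibition of at least 70% and a set share of replicates each scoring 70 or more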;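 also: 0% = median of neutral control wells and 100% = median of positive control wells; values of inactives mirror those of a sister screen read the other way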
Target sequence (Q61009 whole entry, looked up): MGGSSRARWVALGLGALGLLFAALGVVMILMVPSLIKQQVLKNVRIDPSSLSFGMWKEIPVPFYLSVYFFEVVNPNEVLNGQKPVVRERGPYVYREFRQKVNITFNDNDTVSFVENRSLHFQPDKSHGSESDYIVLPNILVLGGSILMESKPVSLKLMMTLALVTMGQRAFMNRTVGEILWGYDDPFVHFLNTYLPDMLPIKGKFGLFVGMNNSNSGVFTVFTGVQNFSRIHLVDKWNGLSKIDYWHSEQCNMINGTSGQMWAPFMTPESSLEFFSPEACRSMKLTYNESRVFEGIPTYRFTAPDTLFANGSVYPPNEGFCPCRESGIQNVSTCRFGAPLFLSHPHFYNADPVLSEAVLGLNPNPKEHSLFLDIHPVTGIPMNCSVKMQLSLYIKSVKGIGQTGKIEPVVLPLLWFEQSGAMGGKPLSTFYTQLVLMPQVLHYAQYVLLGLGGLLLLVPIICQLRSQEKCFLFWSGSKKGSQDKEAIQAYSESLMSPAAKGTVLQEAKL
Wnt act = Wnt/beta-catenin pathway activation. Wnt/beta-catenin reporter cell assay, activator, plate reader. activation, % at 9.35 µM. hit rate 1.2% among 300,000. AID 743398; in the data active = activation above about 30%, passing the limit was not always enough;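 also: 0% = neutral control wells and 100% = positive control wells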
AddAB inh = less growth of phage-infected E. coli with AddAB. E. coli expressing H. pylori AddAB, absorbance growth. inhibition, % at 11.9 µM. AID 435030. hit rate 0.29% among 330,000; in the data active = inhibition above about 12%;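 also: 0% = vehicle wells of infected cells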
* = called active by the depositor; · = no result given.

SMILES	E coli growth	phage Ecoli inh	CAL PDZ FP-1	SR-BI uptake up	CAL PDZ FP-2	MITF act	Tat export inh	SR-BI HDL uptake	Wnt act	AddAB inh
CSC1=N/C(=C\c2ccc(C)o2)C(=O)S1	-0.3	3.7	1	-2	-2.0	-2	4	2	·	0.0
COc1ccccc1NC(=O)CC(=O)Nc1ccccc1OC	1.7	0.6	-2	5	-1.6	5	-8	-5	-1	1.9
CC[C@@]1(C(=O)OC)N[C@H](CN(C)C(=O)COC)[C@@H]2C(=O)N(C)C(=O)[C@@H]21	-0.2	3.6	-2	28	0.3	-2	-4	-28	-1	1.0
Cc1ccc(OCC(=O)NC(=S)Nc2ccc(Br)cn2)cc1C	1.5	2.4	-2	-22	-2.5	-14	3	22	-3	1.4
COc1cc(C#N)c(NC(=O)CN2CCN(CCO)CC2)cc1OC	0.8	1.4	-4	29	0.0	-7	-4	-29	3	-0.1
CCC(C)NC(=O)CN1C(=O)CSc2ccc(S(=O)(=O)N3CCCC3)cc21 (centres undefined)	1.9	2.2	-1	7	-2.2	0	-4	-7	-2	1.9
CCN(C(=O)CSc1n[nH]c(-c2ccccc2)n1)c1c(N)n(Cc2ccccc2)c(=O)[nH]c1=O	0.0	0.2	-4	8	-1.0	-3	-4	-8	-5	4.0
CCn1c(SCC(=O)NC2CCCCC2)nnc1-c1ccco1	-0.4	2.6	7	·	-0.4	0	2	·	-1	3.1
COc1cc(/C=N/NC(=O)Cc2cccs2)c([N+](=O)[O-])cc1OC	0.9	1.5	0	22	0.0	-6	-2	-22	·	1.6
O=C(O)CN1C(=O)C2C3CC(C2C1=O)C1C(c2ccc(Cl)cc2)c2sc(=O)[nH]c2SC31 (centres undefined)	3.0	4.5	-3	32	-0.7	41	3	-32	-9	2.3
Cc1ccc(-c2nc3ccccc3[nH]2)cc1NC(=O)c1sc2ccccc2c1Cl	-0.1	1.2	0	-48	-0.4	3	-13	48	0	0.2
COc1ccccc1CC(=O)Nc1ccc(S(=O)(=O)N2CCCCC2)cc1	-1.2	1.3	·	·	0.1	3	-5	·	-1	2.5
CN(C)/C=C/C(=O)Oc1ccc(Cl)cc1Cl	1.9	5.1	1	10	-0.5	-6	0	-10	-1	2.1
Cc1ccsc1/C=N/Nc1nc(=O)[nH]nc1C	-3.4	-0.7	·	-5	-0.3	24	2	5	6	0.7
COc1ccc(/C(C)=N\n2cnnc2)cc1	-0.8	2.2	-9	53	0.0	-5	-9	-53	·	2.7
CC(NS(=O)(=O)c1ccc(Cl)cc1)C(c1cccs1)N1CCN(C)CC1 (centres undefined)	2.5	3.1	0	36	0.3	7	-13	-36	·	2.7
CCCc1cc(=O)n2[nH]c(-c3ccc(OC)cc3)nc2n1	-0.2	3.1	-4	-7	-1.2	-3	5	7	·	1.2
NC(=O)COc1c(-c2ccc(Br)o2)oc2ccccc2c1=O	1.0	·	6	19	-0.6	·	-5	-19	·	3.5
O=C(OCC(=O)N1CCCc2ccccc21)c1cccnc1Cl	1.0	2.8	0	29	-1.5	47	5	-29	-2	-0.3
O=C(O)C1=C[C@@H](c2coc3ccccc3c2=O)C[C@@H](OCc2ccc(CO)cc2)O1	-0.9	1.7	3	44	-0.7	·	-13	-44	0	2.1
COc1ccc(C2/C=C\CN(C(=O)C3CC3)[C@H](Cc3ccccc3)C(=O)N2Cc2ccc(F)cc2)cc1 (some centres undefined)	-1.4	·	0	-21	0.2	-2	3	21	·	1.4
COc1ccc(NC(=O)C2C3C=CC(C3)C2C(=O)NCc2ccco2)cc1 (centres undefined)	0.3	1.7	·	7	0.0	-3	-9	-7	5	1.3
COc1ccc(/C=N/NS(=O)(=O)c2ccc(C)cc2)cc1OC(=O)c1ccc(C)cc1	-1.4	-0.9	1	14	·	-2	5	-14	8	1.5
O=C(CN1C2=NCCCN2c2ccccc21)c1ccc(Br)s1	0.5	3.4	·	1	-3.1	-8	-9	-1	·	3.8
COc1ccccc1C(=O)Nc1nnc(CCc2ccccc2)s1	2.3	2.2	-5	-18	-2.2	15	18	18	-7	3.2
SMILES	E coli growth	phage Ecoli inh	CAL PDZ FP-1	SR-BI uptake up	CAL PDZ FP-2	MITF act	Tat export inh	SR-BI HDL uptake	Wnt act	AddAB inh
O=S1(=O)N=C(Nc2nc3c(s2)CCCC3)c2ccccc21	-2.2	-1.2	-7	13	-1.2	·	-6	-13	2	-0.1
Cc1nn(C(CC(=O)O)C(=O)O)c(C)c1Br (centres undefined)	-0.1	4.2	0	14	-1.6	7	2	-14	-4	1.6
O=C1N[C@@H](Cc2ccccc2)COC(=O)[C@@H](Cc2ccc(F)cc2)CC/C=C/C[C@H]1CC(=O)N(CCO)Cc1ccccc1	-2.3	3.8	-3	-20	0.0	-6	8	20	-4	1.2
Cc1csc(C(C#N)C(=O)c2ccc(S(=O)(=O)N3CCCC3)cc2)n1 (centres undefined)	0.4	-1.5	-3	-12	-3.1	-5	3	12	·	1.4
O=C(Nc1ccccc1)Nc1cccn(Cc2c(F)cccc2Cl)c1=O	2.4	3.3	-2	-19	-1.6	24	-6	19	-2	6.8
O=C(Nc1ccc(Cl)cc1)c1nc[nH]c1C(=O)N1CCN(c2ccccc2)CC1	0.3	0.7	2	25	-0.9	6	-8	-25	-1	1.9
Cc1ccc(O)c(C(=O)c2cnn(-c3ccc(S(=O)(=O)N4CCOCC4)cc3[N+](=O)[O-])c2)c1	-0.1	3.5	-2	-9	0.4	-7	10	9	-1	3.1
CC(=O)c1ccc(NC(=O)C(C)O/N=C(\N)c2ccccc2)cc1 (centres undefined)	0.8	4.5	-2	9	-1.5	3	-1	-9	-2	4.2
Cc1nn(C)cc1NC(=O)c1ccc(Br)o1	1.5	2.1	2	0	-0.2	-5	9	0	-2	4.1
Cc1cccc(CN2CCC(n3nccc3NC(=O)CCCc3ccccc3)CC2)n1	0.5	0.2	-5	3	-1.6	-7	-1	-3	2	2.7
COC(=O)c1ccc(CNC(=O)c2ccc(S(=O)(=O)N(C)c3ccccc3OC)cc2)cc1	-2.2	0.1	6	-43	-0.6	-1	5	43	-1	2.3
CC(C)(C(=O)c1ccccc1)/[N+]([O-])=C/c1ccccc1F	-4.4	3.0	·	14	-0.5	-24	-5	-14	·	1.8
CCCCn1c(N)c(N(CCC(C)C)C(=O)C2CCCO2)c(=O)[nH]c1=O (centres undefined)	0.2	1.8	-9	-3	-1.5	-6	1	3	-2	0.2
CCN1C(=O)[C@H]2[C@@H](c3ccc(-c4ccc(F)cc4)cc3)N3CCCC[C@@]3(C(=O)OC)[C@H]2C1=O	-4.7	1.7	1	19	-1.5	8	10	-19	0	0.6
COc1ccc2c(c1)c(C(=O)N1CCN(C)CC1)c(C)n2-c1ccccc1	-3.6	1.4	-5	0	-0.4	-9	-8	0	-8	-1.4
O=C(O)c1cc(NN=C2c3ccccc3-c3ccccc32)ccc1Cl	-2.8	-0.6	-4	16	0.5	11	1	-16	4	-1.4
CCCC1CCC(c2ccc(C(=O)NN)cc2)CC1 (centres undefined)	-0.5	1.8	1	161*	-1.9	-3	-11	-161	·	4.0
COc1nc(SC)nc(Cl)c1Cc1ccc(OC(C)C)cc1	-2.4	-2.1	-2	-2	-2.9	-4	-3	2	0	0.5
Cc1cccc(C(=O)OCC(=O)c2ccc(CC(=O)N3CCOCC3)s2)c1C	-2.0	1.7	0	-22	-1.0	6	6	22	4	1.9

Three entries out of the list above, arranged by the number in CAL PDZ FP-1, high to low.
molecule	phage Ecoli inh	CAL PDZ FP-1	SR-BI uptake up	CAL PDZ FP-2	MITF act	Tat export inh	SR-BI HDL uptake	Wnt act	AddAB inh
Cc1nn(C)cc1NC(=O)c1ccc(Br)o1	2.1	2	0	-0.2	-5	9	0	-2	4.1
O=C(OCC(=O)N1CCCc2ccccc21)c1cccnc1Cl	2.8	0	29	-1.5	47	5	-29	-2	-0.3
O=C(O)c1cc(NN=C2c3ccccc3-c3ccccc32)ccc1Cl	-0.6	-4	16	0.5	11	1	-16	4	-1.4

15 entries out of the list, arranged by SMILES length, largest number first.
SMILES	E coli growth	phage Ecoli inh	CAL PDZ FP-1	SR-BI uptake up	CAL PDZ FP-2	MITF act	Tat export inh	SR-BI HDL uptake	Wnt act	AddAB inh
O=C1N[C@@H](Cc2ccccc2)COC(=O)[C@@H](Cc2ccc(F)cc2)CC/C=C/C[C@H]1CC(=O)N(CCO)Cc1ccccc1	-2.3	3.8	-3	-20	0.0	-6	8	20	-4	1.2
CCN1C(=O)[C@H]2[C@@H](c3ccc(-c4ccc(F)cc4)cc3)N3CCCC[C@@]3(C(=O)OC)[C@H]2C1=O	-4.7	1.7	1	19	-1.5	8	10	-19	0	0.6
Cc1ccc(O)c(C(=O)c2cnn(-c3ccc(S(=O)(=O)N4CCOCC4)cc3[N+](=O)[O-])c2)c1	-0.1	3.5	-2	-9	0.4	-7	10	9	-1	3.1
COC(=O)c1ccc(CNC(=O)c2ccc(S(=O)(=O)N(C)c3ccccc3OC)cc2)cc1	-2.2	0.1	6	-43	-0.6	-1	5	43	-1	2.3
O=C(Nc1ccc(Cl)cc1)c1nc[nH]c1C(=O)N1CCN(c2ccccc2)CC1	0.3	0.7	2	25	-0.9	6	-8	-25	-1	1.9
CCCCn1c(N)c(N(CCC(C)C)C(=O)C2CCCO2)c(=O)[nH]c1=O (centres undefined)	0.2	1.8	-9	-3	-1.5	-6	1	3	-2	0.2
Cc1csc(C(C#N)C(=O)c2ccc(S(=O)(=O)N3CCCC3)cc2)n1 (centres undefined)	0.4	-1.5	-3	-12	-3.1	-5	3	12	·	1.4
Cc1cccc(CN2CCC(n3nccc3NC(=O)CCCc3ccccc3)CC2)n1	0.5	0.2	-5	3	-1.6	-7	-1	-3	2	2.7
CC(=O)c1ccc(NC(=O)C(C)O/N=C(\N)c2ccccc2)cc1 (centres undefined)	0.8	4.5	-2	9	-1.5	3	-1	-9	-2	4.2
O=C(Nc1ccccc1)Nc1cccn(Cc2c(F)cccc2Cl)c1=O	2.4	3.3	-2	-19	-1.6	24	-6	19	-2	6.8
O=S1(=O)N=C(Nc2nc3c(s2)CCCC3)c2ccccc21	-2.2	-1.2	-7	13	-1.2	·	-6	-13	2	-0.1
COc1nc(SC)nc(Cl)c1Cc1ccc(OC(C)C)cc1	-2.4	-2.1	-2	-2	-2.9	-4	-3	2	0	0.5
Cc1nn(C(CC(=O)O)C(=O)O)c(C)c1Br (centres undefined)	-0.1	4.2	0	14	-1.6	7	2	-14	-4	1.6
CCCC1CCC(c2ccc(C(=O)NN)cc2)CC1 (centres undefined)	-0.5	1.8	1	161*	-1.9	-3	-11	-161	·	4.0
Cc1nn(C)cc1NC(=O)c1ccc(Br)o1	1.5	2.1	2	0	-0.2	-5	9	0	-2	4.1
